# mHTT-CaM PPI inh = disrupts binding of mutant huntingtin to calmodulin; P42858; AlphaScreen His-mHTT/GST-CaM binding, luminescence; inhibition, % at 15 µM; hit rate 3.6% among 190,000; AID 1671202;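 note: 0% = both proteins with DMSO and 100% = one protein alone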
# Pf apPOL inh = Pf-apPOL DNA polymerase inhibition; inhibition, % at 10 µM; Recombinant Pf-apPOL, molecular beacon fluorescence, 1.5 h; hit rate 0.25% among 210,000
# An asterisk follows results filed as active; i = inactive; / = no result given; & = joins results of further samples. Cut-off read from the data, not from the text of the source: active = inhibition above about 50%; inactive = the rest.
structure | Pf apPOL inh | mHTT-CaM PPI inh
CCOc1ccc(Cc2nc(N)nc(N)n2)cc1 | 1.0 | 3.3
C=CCN(CC=C)S(=O)(=O)c1ccc(C(=O)N=c2sc3cc(F)ccc3n2C)cc1 | -1.5 | 6.0
COc1ccc(C(=O)ON=C2c3ccccc3-c3ccccc32)cc1OC | -28.3 | 0.0
COc1ccc(C(=O)Nc2cc(C(=O)O)cc(C(=O)O)c2)cc1[N+](=O)[O-] | -0.7 | -2.5
COC(=O)c1sccc1NN=C1C(=O)c2ccccc2N(C)S1(=O)=O | -3.9 | /
O=C(NC1CCCC1)C1CCN(c2cn[nH]c(=O)c2)CC1 | -2.3 | -7.6
CSc1cccc(NC(=O)CN(c2ccccc2F)S(=O)(=O)c2ccc(C)cc2)c1 | -3.4 | -2.3
Cc1cc(C)nc(N2CCN(c3ncnc4sc5c(c34)CC(C)CC5)CC2)n1 (stereo unspecified) | -1.6 | -0.8
COc1cccc(/C=C2\Sc3ccccc3C2=O)c1 | -5.2 | -6.0
CCOc1ccccc1C1C(C#N)=C(N)Oc2n[nH]c(CC)c21 (stereo unspecified) | -1.5 | 5.0
Cc1ccc(Cl)cc1N1CCN(S(=O)(=O)CCN2C(=O)CCCC2=O)CC1 | -3.4 | 19.2
CCCc1ccc(OC(=O)OCC(C)C)cc1 | -4.9 | -13.1
FC(F)(F)c1oc(-c2ccccc2Cl)cc1-c1nc(-c2cccs2)no1 | -3.2&-22.5 | /
Cc1ccccc1C1CCCN1C(=O)c1cccs1 (stereo unspecified) | 3.4 | -2.1
CCOc1ccc(-n2nc(C(=O)N3CCCCC3C)c3ccccc3c2=O)cc1 (stereo unspecified) | 2.6 | 16.0

# Arranged by heavy-atom count (rising): part of the list above
structure | Pf apPOL inh | mHTT-CaM PPI inh
Cc1ccccc1C1CCCN1C(=O)c1cccs1 (stereo unspecified) | 3.4 | -2.1
O=C(NC1CCCC1)C1CCN(c2cn[nH]c(=O)c2)CC1 | -2.3 | -7.6
COC(=O)c1sccc1NN=C1C(=O)c2ccccc2N(C)S1(=O)=O | -3.9 | /
Cc1ccc(Cl)cc1N1CCN(S(=O)(=O)CCN2C(=O)CCCC2=O)CC1 | -3.4 | 19.2

# More compounds.
structure | Pf apPOL inh | mHTT-CaM PPI inh
O=C(O)C1C2C=CC(C2)C1C(=O)N1CCN(C(c2ccccc2)c2ccccc2)CC1 (stereo unspecified) | -8.7 | 14.2
CCC(=O)N1CCN(c2nc(CN3CCC(C)CC3)cs2)CC1 | -1.2 | 0.1
Cc1oc2c3c(ccc2c(=O)c1-c1ccc(Cl)cc1)OCN(CC1CCCO1)C3 (stereo unspecified) | -8.3 | 0.2
O=C(NCc1ccccc1)/C(=C\c1ccc2c(c1)OCO2)NC(=O)c1ccco1 | -2.6 | 2.5
COc1ccc(S(=O)(=O)N2CC3CN(C(=O)C(C)Oc4ccccc4)CC(C2)O3)cc1 (stereo unspecified) | -8.6 | -1.9
Cn1cc(CC(=O)NCc2cccnc2)c2cccnc21 | -3.8 | -5.6
O=C(CSc1nnc(-c2ccc(Cl)cc2Cl)o1)NCc1ccccc1 | -4.2 | -0.8
COc1cccc(/C=C2\C(=O)NN(c3ccc(F)c(Cl)c3)C2=O)c1O | 6.9 | 7.0
CCOC(=O)c1ccc(Oc2coc3c4c(ccc3c2=O)OCN(C2CCS(=O)(=O)C2)C4)cc1 (stereo unspecified) | 1.7 | 6.6
O=C(NCc1cccs1)c1csc(-c2cc3ccccc3[nH]2)n1 | -2.7 | -33.7
Cc1ccc(NCC(=O)N2CC(=O)Nc3ccccc32)cc1 | -0.9 | 4.4
COc1ccc(CN2CCc3nc(N4CCC(C)CC4)ncc3C2)c(OC)c1OC | -3.3 | 17.2
CCc1ccc(-c2csc(N)n2)cc1 | -0.1 | 16.1
CCCCC(CC)CNC(=O)c1ccc(Cn2c(=O)[nH]c3ccsc3c2=O)cc1 (stereo unspecified) | 2.9 | 14.0
O=C(O)c1cccc(Oc2c(Cl)cccc2[N+](=O)[O-])c1 | -5.7 | 1.1

structure | Pf apPOL inh | mHTT-CaM PPI inh
CCCc1ccc(Oc2coc3c(C)c(OCC)ccc3c2=O)cc1 | -8.3 | -36.1
Cc1cc(S(=O)(=O)N=C2C=CC(=O)c3ccccc32)ccc1Cl | -5.0 | 90.0*
CC1(C)CCC(=O)c2nnn(-c3nonc3N)c21 | / | -5.2
Cc1noc(C)c1CN1CCC(c2nc(-c3ccccc3)n[nH]2)CC1 | 8.0 | -11.6
Cc1ccc(C(=O)NCc2cccnc2)cc1[N+](=O)[O-] | -0.6 | -7.9
COc1ccc(C)cc1NC(=O)N1CCc2nc(-c3ccc(F)cc3)ncc2C1 | -7.3 | 4.4
O=C(c1ccccc1)N1CCC(N2CCCCCC2)CC1 | -9.2 | 2.7
Cc1ccccc1NC(=O)c1cc(S(=O)(=O)N2CCCCC2)ccc1Cl | 1.8 | -3.7
O=C(c1ccc(F)c(F)c1)N1CC(C(=O)N2CCN(c3ncccn3)CC2)C1 | -7.9 | -8.9
CCc1ccc(NC(=O)C2CCc3nc(N4CCN(C(=O)C(C)C)CC4)sc3C2)cc1 (stereo unspecified) | 4.2 | 8.4
CN1CCc2c(C#N)c(N3CCOCC3)nc(N3CCCC3)c2C1 | -4.1 | 0.0
COc1ccc(Cl)cc1NC=C1C(=O)OC2(CCCCC2)OC1=O | -0.7&-3.0 | -10.8&-9.0
Cc1cccc(Oc2cc(NC(=O)Cn3cnc([N+](=O)[O-])n3)cc([N+](=O)[O-])c2)c1 | 4.0 | 57.0*
CC(CN(C)C)CN1c2ccccc2CCc2ccccc21 (stereo unspecified) | -10.3 | /
O=C(N1CCN(c2ccc(-c3cccs3)nn2)CC1)C1(c2ccccc2)CCOCC1 | -1.6 | -2.3

structure | Pf apPOL inh | mHTT-CaM PPI inh
COc1cccc(NC2=CC(=O)CC(c3ccccc3)C2)c1 (stereo unspecified) | -17.0 | -3.3
O=C(CCN1C(=O)c2ccncc2C1=O)NCc1ccc(Cl)cc1 | -6.1 | -4.0
O=C(c1ccncc1)N1CCCCC1CCN1CCCC1 (stereo unspecified) | -5.0 | -2.0
CCOc1ccc(C2C(C(=O)c3ccco3)=C(O)C(=O)N2CCN(C)C)cc1 (stereo unspecified) | -2.0 | 1.1
COc1ccc(N2C(=O)c3ccc(Oc4ccc([N+](=O)[O-])cc4)cc3C2=O)cc1OC | -4.4 | 1.0
CSc1nc(-c2ccc(Cl)cc2)nc(N)c1C#N | 2.4&6.6 | /
O=c1c2cc([N+](=O)[O-])ccc2ncn1-c1ccccc1 | -0.4 | -0.5
Cc1cc(C)cc(N2CCN(C(=O)c3ccc(F)cc3)C(C)C2=O)c1 (stereo unspecified) | 2.7 | 2.0
C[C@H]1[C@@H](OC(=O)Nc2ccccc2Cl)CC[C@@]23CCCN2C(=O)CCC[C@@H]13 | -3.9 | 2.2
CCCc1nc2cccnc2n1C1CCN(S(=O)(=O)c2cnn(CC)c2)C1 (stereo unspecified) | -4.1 | -1.4
CSCc1nnc(NC(=O)c2ccc(S(=O)(=O)N3CCOCC3)cc2)o1 | -17.2 | 20.0
C=CCN1C(=O)NC(c2cccc(Cl)c2)C(C(=O)NC)=C1C (stereo unspecified) | -6.1 | 0.2
CC(C)(C)c1[nH]nc2c1C(c1cccs1)C(C#N)=C(N)O2 (stereo unspecified) | -2.0&1.7 | 1.0&4.4
Cc1nn(-c2ccccc2)nc1CNC(=O)c1sc(-c2ccc(C(F)(F)F)cc2)nc1C | 4.3 | /
COc1ccc(C(C)NC(=O)c2cc3c(s2)CCN(C(=O)c2ccc(F)cc2)C3)cc1 (stereo unspecified) | -3.4 | 2.6

structure | Pf apPOL inh | mHTT-CaM PPI inh
O=C1SC(Nc2ccc(Br)cc2)C(=O)N1c1ccccc1 (stereo unspecified) | 2.6 | -6.0
CCNC(=O)c1csc(N2CCCC2)n1 | 0.3 | 0.1
Cc1c(N=C/C=C/c2ccccc2)c(=O)n(-c2ccccc2)n1C | -4.0 | 29.0
Oc1c(Cl)cc(Br)cc1C=Nc1ccc2c(c1)OCCO2 | -0.9 | 3.0
COc1ncnc2c1C(c1cccc([N+](=O)[O-])c1)c1c(OC)ncnc1O2 | -6.5 | 7.0
Cn1cc(SCc2ccc(Cl)cc2)c2ccccc21 | -1.8 | -21.0
COc1ccc2occ(C(=O)c3ccc([N+](=O)[O-])cc3)c2c1 | 3.9 | 6.5
CCCCN(C)C(=O)c1cc2c(n1C)CCN(Cc1cccc(OC)c1)C2 | -6.2 | 41.0
Cc1ccc2nc(/C(C#N)=C/c3ccc(F)cc3)[nH]c2c1 | 3.9 | -22.4
CCC(C)Nc1ncnc2c1cnn2-c1cccc(C)c1 (stereo unspecified) | -2.7 | 5.0
CC(=O)Nc1ccc(S(=O)(=O)NC(C)=O)cc1 | -5.1 | -6.0
N/C(=N\OC(=O)CCCc1ccccc1)c1cccnc1 | -6.0 | i
CC(C)C(=O)N1CCCC(COc2cccc(C(=O)NC3CC3)c2)C1 (stereo unspecified) | -5.3 | -4.1
O=C(C1CCCCC1)N1CCN(c2cccc3[nH]ccc23)CC1 | -1.2 | /
Cc1ccc2[nH]c(C(=O)NC3CC3)c(N3CCCC3=O)c2c1 | -2.8 | 18.0

structure | Pf apPOL inh | mHTT-CaM PPI inh
CCOc1ccc(CNC(=O)C2c3ccccc3CC(=O)N2C(C)C)cc1 (stereo unspecified) | 0.3 | -2.3
O=C(O)c1cccnc1SC1CC(=O)N(c2ccc(N3CCOCC3)cc2)C1=O (stereo unspecified) | -5.1 | -4.0
COc1ccc(-c2c(C)c3ccc(OC(=O)C(C)C)cc3oc2=O)cc1 | -2.7 | -0.4
COc1cc(OC)c(NC(=O)CSC2=NC(C)(C)N=C2c2ccccc2)cc1Cl | 0.6 | 19.2
Cc1ccc(C)c(S(=O)(=O)NCC(c2ccc(N(C)C)cc2)N2CCN(C)CC2)c1 (stereo unspecified) | 0.0 | 5.6
COc1cc(C=C2C(=O)OC3(CCCCC3)OC2=O)cc(OC)c1OC | 6.5 | -1.0
O=C(CCNC(=O)Cn1ccc2ccccc2c1=O)NCc1ccccn1 | -12.6 | -4.0
CCC(C)NC(=O)CC1CCN(C(=O)c2sc(-c3ccc(F)cc3)nc2C)CC1 (stereo unspecified) | 0.9 | 25.6
Cc1cc(C)cc(C(=O)Nc2c3c(nn2-c2ccc(F)cc2)CS(=O)(=O)C3)c1 | -1.1 | 17.0
CC(=O)Nc1cccc(-n2nnc(SCC(=O)c3cc(-c4ccccc4)no3)n2)c1 | -6.7 | /
O=[N+]([O-])c1cc(Br)cc2c1[nH]c1ccc(Br)cc12 | / | 18.0
CCN(CC)Cc1c(O)ccc2c1OC(=Cc1ccc(OC)cc1OC)C2=O | -9.2 | 19.6
CCCCCCCC/C=C\CCCCCCCC(=O)NCc1ccc(O)c(OC)c1 | -5.8 | /
O=C(CSc1ncc(-c2ccc(Br)cc2)[nH]1)Nc1ccc(F)cc1F | -3.3 | 32.0
CCOC(=O)COc1ccc2c(c1)OC(=Cc1ccccc1Cl)C2=O | -6.1 | -2.4

structure | Pf apPOL inh | mHTT-CaM PPI inh
Cc1cc(C2CCCN2C(=O)Nc2ccccc2F)no1 (stereo unspecified) | 6.8 | 4.0
CCOc1ccccc1C1CC(=O)N(C)c2c1c(C)nn2-c1nc(C)cc(C)n1 (stereo unspecified) | -1.1 | -2.0
Cn1cc(CCC(=O)NC2CCCc3ccccc32)c2ccccc21 (stereo unspecified) | -8.6 | 25.0
CC(=O)Oc1cc(C)c2c(c1)OC(=Cc1ccncc1)C2=O | 2.2 | -0.8
COc1ccc(C=C2Oc3cc(C)cc(O)c3C2=O)c(OC)c1OC | -5.3 | 74.6*
COc1cccc(-c2nc(-c3cccc(-c4ccn[nH]4)c3)no2)c1 | -1.0 | 15.1
CCCCN1CC[C@H]2C=CC[C@@H](C(=O)Nc3ccc(Cl)c(C(F)(F)F)c3)[C@H]2C1=O | -4.7 | -5.1
O=C(O)c1cc(-n2cccc2)ccc1N1CCOCC1 | -4.4 | /
COc1ccc(C2N(c3cccc(Cl)c3)C(=O)C3CCCN32)cc1 (stereo unspecified) | -3.6 | 6.4
CCCn1c(=N)c(C(=O)NC2CCCC2)cc2c(=O)n3cccc(C)c3nc21 | 11.8 | 0.0
CSc1ccc(CNC(=O)C2CCN(c3cncnc3N(C)C)CC2)cc1 | -15.6 | 17.4
COCCNS(=O)(=O)c1cc(Cl)ccc1Cl | 23.8 | -7.0&-8.7
COc1ccc(NC(=O)CN2C(=O)c3ccc([N+](=O)[O-])cc3C2=O)c(OC)c1 | 3.9 | 2.1
COc1ccccc1NC(=O)c1ccccc1F | 0.5 | -14.7
CC1CCC2(CC1)N[C@H](C(=O)O)CS2 (stereo partly specified) | / | -2.0

# One compound at a time, as listed above.
# Cc1cccc(Oc2cc(NC(=O)Cn3cnc([N+](=O)[O-])n3)cc([N+](=O)[O-])c2)c1 is listed with Pf apPOL inh: 4.0; mHTT-CaM PPI inh: 57.0*
# Cc1ccc(NCC(=O)N2CC(=O)Nc3ccccc32)cc1 is listed with Pf apPOL inh: -0.9; mHTT-CaM PPI inh: 4.4

# Pulled by structure from above, two records:
structure | Pf apPOL inh | mHTT-CaM PPI inh
CCOc1ccc(Cc2nc(N)nc(N)n2)cc1 | 1.0 | 3.3
CCOc1ccccc1C1C(C#N)=C(N)Oc2n[nH]c(CC)c21 (stereo unspecified) | -1.5 | 5.0

# Remaining list, next part.
structure | Pf apPOL inh | mHTT-CaM PPI inh
Cc1cccc(N2CCN(C(=O)c3c(C)sc4ccn(C)c(=O)c34)CC2)c1 | 2.0 | 36.5
Cc1csc(NC(=O)CC2CCCCN2S(=O)(=O)c2ccccc2)n1 (stereo unspecified) | -3.9 | -5.2
COc1cccc(C(=O)N2CCN(S(=O)(=O)c3ccc([N+](=O)[O-])cc3)CC2)c1 | -9.2 | 9.8
COc1ccc(CN2C(=O)c3ccccc3CC2(C)C(=O)NCc2cccc(OC)c2)cc1 (stereo unspecified) | -3.2 | -5.2
CC1(C)C2CC=C(CN3CCN(c4ccccc4F)CC3)C1C2 (stereo unspecified) | -4.9 | -20.5
CCn1cc(-c2ccc(C)cc2)cc1C(=O)NCc1cccnc1 | -19.6 | 46.7
Cc1cccc(CC(=O)N2CCN=C2SCc2ccccc2C)c1 | -7.7 | -32.0

# Bioassay records deposited in PubChem BioAssay by University of Kansas High Throughput Screening Laboratory.
